Source: PubChem (several laboratories)
SR-BI HDL uptake: inhibitors of mouse SR-BI mediated HDL lipid uptake; Q61009; ldlA[mSR-BI] CHO cells, DiI-HDL uptake fluorescence, 3 h; inhibition, % at 12.5 µM; 320,000 compounds, 0.96% hits; AID 488896;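 active means mean replicate inhibition of at least 70% and a set share of replicates each scoring 70 or more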;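 further: 0% = median of neutral control wells and 100% = median of positive control wells; values of inactives mirror those of a sister screen read the other way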
LANA DNA inh: blocks KSHV LANA C-terminal domain binding to DNA. MBP-C-LANA/FAM-LBS DNA binding, fluorescence polarization. inhibition, % at 9 µM. 340,000 compounds, 0.078% hits;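 active means highest replicate inhibition at or above 60% at 9 µM, even if other replicates fall short; inactive means all replicates below 60% inhibition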;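 further: 0% = neutral control wells and 100% = 4 µM acridine orange control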
PvdQ acylase: P. aeruginosa PvdQ acylase inhibition. purified PvdQ acylase, fluorescence plate reader. inhibition, % at 10 µM. 340,000 compounds, 0.063% hits. AID 488965; in the data active means inhibition above about 30%, passing the limit was not always enough;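 further: 0% = vehicle neutral wells and 100% = reference inhibitor wells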
Keap1 Nrf2 FP: disrupts human Keap1 binding to Nrf2 peptide. inhibition, % at 9.4 µM. 340,000 compounds, 0.15% hits. Q14145. AID 504523. Keap1 Kelch-Nrf2 peptide fluorescence polarization, 1536-well; in the data active means inhibition above about 12%;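 further: human Keap1 Kelch domain with fluorescein labeled Nrf2 9mer peptide probe; 0% = neutral control wells and 100% = peptide positive control; higher means more block of Keap1 binding to Nrf2 peptide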
SR-BI uptake up: enhances SR-BI lipid uptake from DiI-HDL. CHO ldlA[mSR-BI] cells, DiI-HDL uptake fluorescence, 3 h; 100 = double the neutral-control signal. activation, % at 12.5 µM. 320,000 compounds, 0.096% hits;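 active means mean replicate activation of at least 60% and every replicate at or above 60%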;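 further: 0% = median plate neutral-control signal and 100% = twice that signal; values of inactives mirror those of a sister screen read the other way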
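Assay system: CHO ldlA[mSR-BI] cells, LDL receptor-null, SR-BI overexpressing; medium: Ham's F12 with 0.5% BSA, HEPES 25 mM, pH 7.4; also added: DiI-HDL 10 µg/mL; timing: 3 h uptake period with compound, 37 °C; signal: DiI fluorescence, bottom read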
NSD2 HMT inh: NSD2 (human) methyltransferase inhibition. O96028. 310,000 compounds, 0.54% hits. NSD2 peptide methylation, AlphaScreen, 120 min. AID 743445. inhibition, % at 12.5 µM; in the data active means inhibition above about 50%
Target sequence (O96028 whole entry, looked up): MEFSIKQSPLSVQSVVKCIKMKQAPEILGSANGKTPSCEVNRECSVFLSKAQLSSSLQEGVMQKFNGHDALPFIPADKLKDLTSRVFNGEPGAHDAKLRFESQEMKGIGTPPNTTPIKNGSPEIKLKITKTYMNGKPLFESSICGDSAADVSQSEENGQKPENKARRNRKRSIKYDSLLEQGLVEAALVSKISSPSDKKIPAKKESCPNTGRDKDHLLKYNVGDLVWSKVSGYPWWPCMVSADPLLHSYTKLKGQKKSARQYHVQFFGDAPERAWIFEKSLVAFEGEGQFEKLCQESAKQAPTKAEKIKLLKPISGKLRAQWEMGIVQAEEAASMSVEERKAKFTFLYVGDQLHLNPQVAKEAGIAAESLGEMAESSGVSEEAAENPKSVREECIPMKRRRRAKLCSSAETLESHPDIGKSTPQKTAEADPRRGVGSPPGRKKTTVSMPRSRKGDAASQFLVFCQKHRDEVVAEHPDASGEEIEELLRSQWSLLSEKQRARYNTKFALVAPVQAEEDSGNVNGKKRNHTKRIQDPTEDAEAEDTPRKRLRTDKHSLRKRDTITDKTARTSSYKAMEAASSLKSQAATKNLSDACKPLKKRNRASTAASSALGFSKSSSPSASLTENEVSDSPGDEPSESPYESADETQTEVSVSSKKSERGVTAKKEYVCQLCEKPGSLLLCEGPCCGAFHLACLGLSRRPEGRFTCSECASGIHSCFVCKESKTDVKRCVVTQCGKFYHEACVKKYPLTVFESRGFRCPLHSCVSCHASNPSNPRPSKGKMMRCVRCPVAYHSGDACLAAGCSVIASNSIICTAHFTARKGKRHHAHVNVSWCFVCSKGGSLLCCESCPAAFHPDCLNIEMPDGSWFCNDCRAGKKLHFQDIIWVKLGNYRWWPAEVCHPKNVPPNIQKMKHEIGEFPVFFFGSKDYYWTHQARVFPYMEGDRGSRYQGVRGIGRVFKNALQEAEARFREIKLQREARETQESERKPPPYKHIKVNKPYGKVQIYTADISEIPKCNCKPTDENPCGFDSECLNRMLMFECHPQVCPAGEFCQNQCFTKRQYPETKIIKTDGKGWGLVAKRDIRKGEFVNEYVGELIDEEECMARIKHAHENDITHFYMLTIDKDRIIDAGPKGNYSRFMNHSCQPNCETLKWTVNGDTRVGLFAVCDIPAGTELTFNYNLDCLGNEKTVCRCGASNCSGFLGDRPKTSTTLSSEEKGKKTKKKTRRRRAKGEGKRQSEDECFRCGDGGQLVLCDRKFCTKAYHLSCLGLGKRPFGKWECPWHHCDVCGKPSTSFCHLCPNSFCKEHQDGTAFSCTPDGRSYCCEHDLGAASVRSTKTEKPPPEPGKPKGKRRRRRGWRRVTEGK
Arrestin-AP2 inh: human beta-arrestin and AP2 interaction inhibition; FITC-arrestin peptide / GST-AP2 beads, flow cytometry; AP2 beta2 appendage carries R879A mutation; inhibition, % at 10 µM; 340,000 compounds, 0.31% hits; AID 504490;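 active means inhibition above a set limit, near 3 SD of compounds lacking own fluorescence, cut at about 54% in these data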;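 further: plate controls were DMSO wells for no effect and 5 µM unlabelled arrestin peptide for full effect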
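System: GST-AP2 R879A glutathione beads | Also added: FITC-arrestin peptide, 50 nM | Times: 12 min plus 1 h, RT | Signal: Bead flow cytometry, FITC channel | Buffer or medium: PBS with 0.05% Tween 20 and 0.1% BSA | Read-out basis: Percent drop in bead-associated FITC signal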
RTF Ca sens inh: cardiac RTF calcium desensitization | P19429+P45379 | IANBD-labeled cardiac RTF, Ca2+ fluorescence | inhibition, % at 7.15 µM | 340,000 compounds, 0.12% hits;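 active means inhibition above the mean inhibition of all tested compounds plus 3 SD, cut at about 17% in these data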;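 further: assay run at fixed EC70 calcium of 1.6 mM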
PKA-R2B activ: activates the human PKA-R2B holoenzyme complex | PKA-R2B holoenzyme dissociation, Cy5-IP20 fluorescence polarization; R2B truncated from residue 108, S112A mutant; 0% DMSO only, 100% 113 µM cGMP | 340,000 compounds, 0.079% hits | P22694+P31323 | activation, % at 11.4 µM;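 active means activation above a cutoff set at the mean over all compounds plus 3 SD, cut at about 18% in these data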;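 further: higher means more holoenzyme dissociation and a rise in polarization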
DAGLB inhibitor: blocks human DAGLB lipase activity. HEK293T DAGLB membrane lysate, EnzChek fluorogenic substrate. inhibition, % at 5.17 µM. 340,000 compounds, 0.059% hits. Q8NCG7; in the data active means inhibition above about 34%;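 further: 0% = enzyme with vehicle and 100% = wells lacking enzyme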
* = called active by the depositor; . = no result given.

SMILES	SR-BI HDL uptake	LANA DNA inh	PvdQ acylase	Keap1 Nrf2 FP	SR-BI uptake up	NSD2 HMT inh	Arrestin-AP2 inh	RTF Ca sens inh	PKA-R2B activ	DAGLB inhibitor
COc1cc(C2c3c(-c4cc(C)cc(C)c4O)n[nH]c3C(=O)N2CCCO)cc(OC)c1OC (centres undefined)	-30	1.0	-10	3	30	-5	-3	-8	6	-2
O=C(CSc1nc2ccccc2c(=O)[nH]1)Nc1ccccc1O	.	1.6	13	4	.	10	2	5	-2	1
CCOc1ccc(N2C(=O)/C(=C\c3ccc(O)c(OC)c3)S(=O)(=O)C2c2cccc([N+](=O)[O-])c2)cc1 (centres undefined)	4	0.3	2	5	-4	6	-6	2	-12	2
COCCNC(=O)CCCn1c(=O)c2ccccc2n(Cc2ccccc2C#N)c1=O	10	-1.3	-23	-5	-10	-2	11	-5	4	-1
Cc1ccc(S(=O)(=O)N(C)C)cc1NC(=O)C(C)N(C)CCOc1ccc(Cl)cc1 (centres undefined)	24	-2.5	-8	0	-24	-1	24	2	-7	0
Cc1ccc(S(=O)(=O)Nc2cc3c(cc2N2CCOCC2)n(C)c(=O)c(=O)n3C)cc1	2	0.0	-12	-5	-2	1	-11	-6	13	-1
CN(C)CCCNC(=O)C[C@H]1C[C@H](C(=O)N2CCCCC2)[C@@]2(CCc3ccccc3)c3[nH]c4cc(CCC(=O)N(C)C)ccc4c3CCN2C1=O	-17	0.0	8	2	17	.	35	-3	2	-1
COc1ccccc1NC(=S)N1CCC(c2nc3cc(C)c(C)cc3[nH]2)CC1	.	0.5	-16	1	.	0	-20	-10	-3	1
CC(=O)C1=C(O)C(=O)N(c2cccc(Br)c2)C1c1ccc(Br)cc1 (centres undefined)	4	0.1	-11	1	-4	6	-6	-2	-12	17
CCc1c(C(C)S(=O)(=O)c2ccc(C)cc2)[nH]c(=O)n1-c1ccc(C)cc1 (centres undefined)	-7	0.6	-23	-12	7	3	-5	-8	0	1
COc1cc2c(cc1NC(=O)c1cc(-c3ccccn3)nc3ccccc13)oc1ccccc12	10	0.8	-7	-1	-10	3	-2	-2	4	0
O=C(COC(=O)COc1ccccc1)Nc1ccc(Br)cc1F	-63	-0.9	-2	-3	63*	-2	21	3	7	-5
CCCCCc1cc(=O)oc2c(C(CCN(CC)CC)c3ccc(OC)cc3)c(OC)cc(OC)c12 (centres undefined)	-47	0.7	-4	-1	47	.	-4	1	-3	0
CCC1CCCCN1C(=O)COc1cc(=O)n(C)c2ccccc12 (centres undefined)	4	-0.4	-13	4	-4	.	21	-6	-11	0
CC1CCCC(NC(=O)/C=C/c2c(F)cccc2Cl)C1C (centres undefined)	23	0.1	3	-4	-23	0	0	2	3	-5

A draw from above in order of SMILES length, ascending.
SMILES	SR-BI HDL uptake	LANA DNA inh	PvdQ acylase	Keap1 Nrf2 FP	SR-BI uptake up	NSD2 HMT inh	Arrestin-AP2 inh	RTF Ca sens inh	PKA-R2B activ	DAGLB inhibitor
CC1CCCC(NC(=O)/C=C/c2c(F)cccc2Cl)C1C (centres undefined)	23	0.1	3	-4	-23	0	0	2	3	-5
CCC1CCCCN1C(=O)COc1cc(=O)n(C)c2ccccc12 (centres undefined)	4	-0.4	-13	4	-4	.	21	-6	-11	0
COc1ccccc1NC(=S)N1CCC(c2nc3cc(C)c(C)cc3[nH]2)CC1	.	0.5	-16	1	.	0	-20	-10	-3	1
Cc1ccc(S(=O)(=O)N(C)C)cc1NC(=O)C(C)N(C)CCOc1ccc(Cl)cc1 (centres undefined)	24	-2.5	-8	0	-24	-1	24	2	-7	0
CN(C)CCCNC(=O)C[C@H]1C[C@H](C(=O)N2CCCCC2)[C@@]2(CCc3ccccc3)c3[nH]c4cc(CCC(=O)N(C)C)ccc4c3CCN2C1=O	-17	0.0	8	2	17	.	35	-3	2	-1

Going on with the list:
SMILES	SR-BI HDL uptake	LANA DNA inh	PvdQ acylase	Keap1 Nrf2 FP	SR-BI uptake up	NSD2 HMT inh	Arrestin-AP2 inh	RTF Ca sens inh	PKA-R2B activ	DAGLB inhibitor
CC1Cc2ccccc2C(CCc2ccccc2)=N1 (centres undefined)	12	0.8	-7	0	-12	2	4	-5	4	-1
CC(=NNC(=O)c1ccc(NS(=O)(=O)c2ccc(Br)cc2)cc1)c1cccnc1	-34	-1.0	-13	-3	34	4	4	-14	2	-7
O=C(CC(c1ccccc1)c1ccccc1)Nc1ccc2c(c1)OCCO2	-7	-0.6	-3	-4	7	-3	0	0	-6	2
CCOC(=O)C1=C(c2ccccc2)OC(N)=C(C#N)C1c1ccc(Br)s1 (centres undefined)	-10	0.5	-13	-4	10	-1	.	-11	6	-2
CN(C)CCCN(C(=O)COc1ccccc1)c1nc2ccc(Cl)cc2s1	.	-0.1	-6	-4	.	.	3	2	3	1
COc1ccc(N2CCCC2)c(NC(=O)COc2ccccc2)c1	48	1.0	-7	-4	-48	10	7	-16	7	-5
N/C(Cc1ccc([N+](=O)[O-])cc1)=N\OC(=O)c1ccccc1F	3	-4.7	-19	2	-3	0	-5	-9	-11	-6
Cc1cccn2c(=O)c3cc(C(=O)NCC4CCCO4)c(=N)n(Cc4cccnc4)c3nc12 (centres undefined)	2	-0.6	-46	0	-2	-4	18	-7	-6	5
C=CCNC(=S)N/N=C(\C)c1cccc(OC)c1	-14	4.1	8	-3	14	0	1	-3	-9	-2
N#Cc1ccsc1NC(=O)CN1C(=O)NC2(CCCCC2)C1=O	-12	2.3	6	-3	12	3	20	-3	5	0
Cc1ccc(Oc2nc(CN3CCOCC3)nc3sc4c(c23)CCC(C)C4)cc1C (centres undefined)	16	-1.2	0	3	-16	0	-4	4	3	-9
Cn1c2ccccc2c2c(C(=O)O)cn(C3CCCC3)c(=O)c21	5	-0.4	-6	-1	-5	.	-6	-6	2	1
CC1CN(C(=O)COC(=O)c2ccc3ncsc3c2)CC(C)O1 (centres undefined)	-13	-0.4	-7	3	13	-3	30	-2	6	-5
Cc1ccc(-c2noc(C3CCCN(C(=O)c4ccccc4Br)C3)n2)cc1 (centres undefined)	-27	1.5	-5	-1	27	-1	9	-3	-8	-8
Cc1ccc(CN2C(=O)CCC2C(=O)NC2CC2)cc1 (centres undefined)	3	-0.3	-19	-5	-3	-3	-5	-5	-4	-2
O=C(COC(=O)CCCSc1nc2ccccc2[nH]1)Nc1ccc(Cl)cc1	-23	0.7	6	-1	23	-1	-3	-1	-3	-1
O=C(O)CCC(=O)N(Cc1ccco1)c1nc(-c2ccccc2)cs1	-41	0.4	-12	2	41	3	-5	-2	-1	4
CSc1ccccc1C(=O)Nc1ccc2c(c1)OCO2	.	-0.8	-11	-1	.	5	9	-5	1	-1
COC(=O)Cn1c2c(c3cc(C)ccc31)CCCC2	21	0.6	-15	-3	-21	-5	0	-6	-2	0
CCc1ccccc1NC(=O)Nc1cc(F)ccc1F	13	-1.2	-10	-5	-13	-5	-1	8	0	-1
CC(C)OC(=O)CSc1nc(C(C)C)nc2ccccc12	-29	1.4	-20	0	29	2	-12	-3	-3	1
COCCN(C(C)=O)c1nnc(-c2cnccn2)s1	-31	1.1	-8	-3	31	-4	2	4	-8	1
O=C(N/N=C/c1cccs1)C(=O)Nc1cccc(Cl)c1	18	0.3	9	-5	-18	4	21	0	3	-3
O=C(/C=C/c1ccccc1Cl)NNC(=O)c1cccs1	5	0.2	5	-2	-5	-3	44	0	8	-4
CCCn1nc([N+](=O)[O-])c(C(C#N)c2nc3ccccc3o2)c(Cl)c1=O (centres undefined)	1	2.5	6	5	-1	33	2	1	-2	70*
O=C(NN1C(=O)c2ccccc2NC1c1ccco1)c1ccc(Br)cc1 (centres undefined)	6	1.3	-2	1	-6	1	-2	-6	-12	0
COC(=O)c1c(C(=O)OC)c(-c2ccc(F)cc2)n2c1CSC2	40	0.3	-15	-7	-40	3	-4	1	-3	-1
CCC1Sc2ccccc2N(CC(=O)NC2CCCCC2)C1=O (centres undefined)	-13	0.1	2	3	13	3	35	12	-9	-3
CC(=O)N1CCN(c2ccc(NC(=S)NC(=O)c3ccccc3)cc2)CC1	6	1.9	-1	-6	-6	0	5	-7	-7	1
COc1ccc(C(=O)C2CCCN(Cc3ccc(NC(C)=O)cc3)C2)cc1OC (centres undefined)	-4	0.2	-4	-3	4	0	6	3	10	2
COc1ccc(S(=O)(=O)N(C(C)=O)c2ccc3oc(=O)sc3c2)cc1	24	-0.5	-22	-4	-24	0	-4	-6	-2	10
CCOc1cc(/C=N/NC(=O)CN2CCCCC2)ccc1OCc1ccccc1	26	-1.3	-9	-6	-26	0	4	-4	-1	1
CCN(CC)CCNC(=O)CSc1c2c(nc3cc(Cl)ccc13)CCCC2	-3	1.9	-19	-157	3	13	-2	-29	-6	-7
C/C(N)=C(/C#N)C(=O)CSc1nnc(Nc2ccccc2)s1	-10	2.1	-2	1	10	1	24	2	-6	1
CC(NCc1ccc(S(N)(=O)=O)cc1)C(=O)NCc1ccccc1 (centres undefined)	7	-3.5	-14	-6	-7	-3	-19	-3	-3	1
Cc1cccc(NS(=O)(=O)c2nnc(NC(=O)CC(C)C)s2)c1	-14	-0.8	7	-2	14	0	37	0	-1	-2
[O-][n+]1ccccc1SCc1ccccc1	-14	0.3	-13	-2	14	.	7	-6	3	-2
CC(=O)N1CCc2cc(S(=O)(=O)NC(CC(C)C)C(=O)Nc3cc(C)ccn3)ccc21 (centres undefined)	1	-1.0	-6	-3	-1	9	-4	8	-18	0
COC(=O)C1C2CC(C(Br)C2Br)C1C(=O)O (centres undefined)	-23	2.2	-16	-4	23	-2	-13	-1	5	0
Cc1ccc(COc2ccc(/C=N/NC(=O)c3nnn(-c4nonc4N)c3COc3ccc(F)cc3)cc2)cc1	71*	-8.3	-9	3	-71	-2	-2	-3	-3	2
Cc1ccc(NC2=C([N+](=O)[O-])CS(=O)(=O)C2)cc1	-12	0.3	0	-3	12	1	26	-1	-4	3
S=c1[nH]c2cc(Cl)ccc2s1	-24	0.7	3	1	24	4	10	3	5	5
CC1Oc2ccccc2C=C1/C=N/NC(=O)c1ccccc1 (centres undefined)	20	0.3	-14	-2	-20	-4	1	-9	2	-2
CC(C)c1ccc(/C=C(\NC(=O)c2ccccc2)C(=O)NCCN2CCOCC2)cc1	-2	-0.2	-14	2	2	2	4	-5	6	1
COC(=O)Nc1ccc(S(=O)(=O)Nc2cc(C(F)(F)F)c[nH]c2=O)cc1	.	1.0	-13	0	.	1	-14	-17	1	2
Cn1ccc(C(=O)Nc2ccc3c(c2)OCCO3)n1	-11	0.2	-14	-1	11	2	-12	-3	0	0
CC(=O)NC12CC3CC(C1)CC(C(=O)N1CCN(S(=O)(=O)c4ccccc4C#N)CC1)(C3)C2	-26	0.9	-7	-3	26	-4	-4	6	-10	2
